Assay outcomes: PubChem BioAssay, National Center for Advancing Translational Sciences (NCATS)
uPA surface inh: cell surface uPA generation inhibition; cell surface uPA generation assay, qHTS; Potency, µM (doses to about 38.3 µM), without a hit: top-dose activity change, negative = inhibition, hits mostly inhibitors; actives 0.31% (n = 330,000); active = well fitted inhibition curve with a large enough effect; inconclusive = small, poorly fitted or top-dose-only effect; inactive = no such curve, though single readings can be large or run the other way; tested in mouse RAW 264.7 cells; note: potency is the fitted concentration of half-maximal effect; % is set by controls: 0 for no effect and ±100 for the full control effect; nearly all actives have a fitted effect of over 55% in size
TSG101-PTAP inh: blocks PTAP/TSG101 interaction to inhibit HIV-1 budding; Fluorescence polarization, FITC-PTAP peptide / Tsg101 binding; Potency, µM (titrated, usually from 115 µM), for inactives: at the highest dose activity change, negative = inhibition, most hits filed as inhibitors; 340,000 tested, under 10 active; active = well fitted inhibition curve with a large enough effect in the main read-out, with a control signal flat, not every such curve was filed as active; inconclusive = small, poorly fitted or top-dose-only effect, or effect the other way, or a change in a side signal; inactive = no such curve, though single readings can be large or run the other way; note: potency is the fitted concentration of half-maximal effect; % of control where 0% means no effect
Target sequence (Q99816 whole entry, looked up): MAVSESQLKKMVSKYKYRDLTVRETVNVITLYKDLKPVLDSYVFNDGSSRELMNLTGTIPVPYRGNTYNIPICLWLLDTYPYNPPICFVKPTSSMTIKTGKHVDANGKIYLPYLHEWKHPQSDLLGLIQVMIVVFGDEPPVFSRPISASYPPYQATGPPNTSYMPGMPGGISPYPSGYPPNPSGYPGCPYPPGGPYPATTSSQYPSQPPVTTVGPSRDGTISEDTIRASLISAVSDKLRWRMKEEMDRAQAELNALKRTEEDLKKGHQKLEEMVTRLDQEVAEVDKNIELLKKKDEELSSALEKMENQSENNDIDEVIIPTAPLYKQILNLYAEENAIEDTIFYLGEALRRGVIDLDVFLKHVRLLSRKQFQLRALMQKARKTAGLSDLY
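Tsg101 binding domain (10 uM final) was mixed with compound and a FITC-labeled PTAP peptide (50 nM final) in HEPES pH 7.5 buffer with NaCl, Tween 20, EDTA and TCEP; fluorescence polarization was read after 20 min at r.t.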
p53 reactivator: re-activators of mutant p53; H1299 p53-A138V BP100-luciferase reporter, luminescence, 24 h; Potency, µM (titrated, usually from 92.2 µM), inactives show at the top dose activity change, positive = activation, actives largely listed as activators; actives 0.063% (n = 320,000); AID 504706; note: potency is the fitted concentration of half-maximal effect; % of control where 0% means no effect; nearly all actives have a fitted effect of over 45% in size
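p53-null H1299 cells stably carrying temperature-sensitive p53-A138V and a BP100-luciferase reporter were pinned with compounds (4-point, 1:5 series) and held 24 hrs at 37 deg C. Luminescence was read 10 min after detection reagent.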
BRCA1 expr act: BRCA1 expression activation; AID 624202; actives 1.1% (n = 380,000); Potency, µM (series often up to 46.1 µM), inactives show at the top dose activation, hits mostly activators; MCF7-BRCA1-FFLuc reporter, luminescence, 48 h; response scale: scaled: vehicle 0%, 10 µM genistein 100%; note: potency is the fitted concentration of half-maximal effect; nearly all actives have a fitted effect of over 80% in size; some results filed as inactive show a strong effect at the top dose
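Luminescence from a BRCA1-driven firefly luciferase in MCF7 cells was read after 48 h compound exposure at 37 C. Data normalized against DMSO and a 10microM genistein activation control, then curve-fitted across the titration.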
ELG1 genotox: inducers of genotoxicity in HEK293T ELG1-luciferase cells; HEK293T ELG1-luciferase reporter, luminescence, 16 h; Potency, µM (top dose mostly 46 µM), inactives show at the top dose activity change, positive = activation, hits mostly activators; actives 1.3% (n = 330,000); AID 504466; note: potency is the fitted concentration of half-maximal effect; % of control where 0% means no effect; nearly all actives have a fitted effect of over 60% in size
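Cells (2,000/well) expressing the ELG1-luciferase fusion are dosed by pin tool and kept 16 hr at 37 °C, 5% CO2. Signal comes from ONE-Glo luciferase reagent after 30 min at room temperature.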
Eya2 inh: blocks the phosphatase activity of human Eya2. recombinant Eya2, OMFP fluorescence dephosphorylation (OMFP is methylfluorescein phosphate). AID 488837. Potency, µM (highest dose often 76.9 µM), for the others: at the highest dose activity, negative = inhibition, hits mostly inhibitors. O00167. actives 0.006% (n = 330,000); note: potency is the fitted concentration of half-maximal effect; % is set by controls: 0 for no effect and ±100 for the full control effect
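Eya2 protein (added as 0.2 uM solution) was preincubated with compound for 10 min at ambient temperature in 50 mM HEPES pH 7.5, 50 mM NaCl, 5 uM MgCl2, 0.05% BSA, 1 mM DTT. OMFP (added at 50 uM) then reacted 10 min; fluorescence read at 485/525 nm.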
B2AR arrestin: agonists driving beta-arrestin recruitment to human beta2-adrenergic receptor; P07550; beta-arrestin recruitment to beta2AR, cell-based reporter; Potency, µM (doses to about 46.1 µM), for the others: at the highest dose activation, hits mostly activators; actives 0.02% (n = 330,000); AID 492947;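 note: potency is the fitted concentration of half-maximal effect; 0% = DMSO controls and full agonism = EC100 isoproterenol or metaproterenol; nearly all actives have a fitted effect of over 65% in size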
Target sequence (P07550 whole entry, looked up): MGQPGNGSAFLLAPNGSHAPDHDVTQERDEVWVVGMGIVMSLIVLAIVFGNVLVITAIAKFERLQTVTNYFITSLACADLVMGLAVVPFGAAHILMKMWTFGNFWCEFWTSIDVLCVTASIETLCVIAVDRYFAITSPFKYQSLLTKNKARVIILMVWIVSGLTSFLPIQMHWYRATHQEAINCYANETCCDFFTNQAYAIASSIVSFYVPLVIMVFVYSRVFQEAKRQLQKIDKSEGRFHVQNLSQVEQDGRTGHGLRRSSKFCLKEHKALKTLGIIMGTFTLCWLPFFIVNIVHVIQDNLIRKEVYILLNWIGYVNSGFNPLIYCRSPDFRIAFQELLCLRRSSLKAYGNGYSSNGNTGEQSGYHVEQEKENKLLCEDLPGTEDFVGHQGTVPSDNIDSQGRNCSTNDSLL
ASM inhibitor: inhibitors of human secretory acid sphingomyelinase; placental ASM, HMU-PC fluorogenic substrate, 60 min; P17405; Potency, µM (highest dose often 57.5 µM), for inactives: at the highest dose activity change, negative = inhibition, most hits filed as inhibitors; actives 0.006% (n = 340,000); AID 504937; note: potency is the fitted concentration of half-maximal effect
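qHTS format. ASM enzyme prepared from human placenta hydrolyses the fluorogenic substrate HMU-PC0 (9 uM final) over 60 min at 37 °C after a 10 min compound preincubation.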
USP2a inh: inhibitors of human ubiquitin-specific protease USP2a; USP2 core, Ub-CHOP2 coupled fluorogenic reporter, 485/531; Potency, µM (doses to about 38.3 µM), inactives show top-dose activity change, negative = inhibition, hits mostly inhibitors; actives 0.01% (n = 330,000);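 note: potency is the fitted concentration of half-maximal effect; plate controls were DMSO wells for no effect and full inhibition by NEM control for full effect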
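Deubiquitinase activity read as fluorescence (485/531 nm) after Ub-CHOP2 cleavage activates the enterokinase reporter on its substrate; USP2 core 10nM, Ub-CHOP2 and substrate 25nM each, 30min compound preincubation then 60min RT; data normalized to NEM, curves fitted.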
Integrin act MD: activates integrin-mediated alleviation for muscular dystrophy. alpha7betagal myoblasts, beta-gal FDG fluorescence, 48 h. Potency, µM (series often up to 38.3 µM), without a hit: top-dose activation, hits mostly activators. actives 0.064% (n = 350,000). AID 624291;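 note: potency is the fitted concentration of half-maximal effect; 100% = response of the positive control SU9516; nearly all actives have a fitted effect of over 60% in size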
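alpha7betagal+/- myoblasts (passage 13, 250/well) treated 48 h at 37C with compounds at 1:260 dilution of DMSO stock. Lysed, then beta-galactosidase activity read as FDG fluorescence (ex 480/em 540) after 30 min, with pre-read for autofluorescence.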
TRPV1 ag: agonists of human vanilloid receptor 1 (TRPV1); Q8NER1; TRPV1-expressing cells, Fluo-8 calcium influx, agonist mode; activation, % at 8.33 µM; actives 0.19% (n = 320,000); AID 540275; in the data active = activation above about 80%; inconclusive = between about 30% and that limit; note: 0% is about no effect
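Cells expressing TRPV1 were dye-loaded with Fluo-8 and read kinetically: 10 s baseline, 3 min after compound (agonist portion), then 2 min after EC20 capsaicin (allosteric enhancer portion). Calcium-bound dye fluorescence at 480/520 nm.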
The depositor's hits bear a star; i = inactive; u = inconclusive; x = no result given; & = joins results of further samples; [ ] = another dose, or the depositor's remark. Unless noted, calls come from the whole dose curve; as a rule, active = well fitted curve in the direction sought with a large enough effect; inconclusive = small, poorly fitted or top-dose-only effect, or another doubt; inactive = no such curve, though single readings can be large; an effect the other way counts as inactive or inconclusive. This is a subset. The share of hits here may be higher or lower than overall.

Molecule	uPA surface inh	TSG101-PTAP inh	p53 reactivator	BRCA1 expr act	ELG1 genotox	Eya2 inh	B2AR arrestin	ASM inhibitor	USP2a inh	Integrin act MD	TRPV1 ag
Cc1cc(C(=O)OCC(=O)Nc2ccccc2F)c(C)n1C1CC1	4%	-1%	16%	84%	15%	13%	-3.8%	1%	-2%	2%	6
COC(=O)C1=C(c2ccc(F)cc2F)C[C@@H]2CC[C@H]1N2C(=O)N1CCCC1	4%	-1%	9%	0%	-2%	-20%	0.0%	-1%	0%	3%	6
O=c1[nH]c(=S)n(-c2ccc(Br)cc2)c(O)c1C=Nc1ccc(N2CCOCC2)cc1	7%	u	-1%	-10%	6%	-6%	-1.6%	-3%	2%	-14%	11
Cc1cc(C)cc(NC2=NCCCS2)c1	-17%	2%	-4%	5%	-1%	11%	-0.3%	5%	-1%	18%	-2
CCCN1CCC2(CC1)NC(CO)(CO)CO2	0%	-4%	-14%	-6%	-4%	-8%	-0.5%	4%	-1%	-3%	-5
Nc1ccc(S(=O)(=O)N2CCCCC2c2cccnc2)cc1 (stereo unspecified)	10%	-5%	7%	-14%	4%	6%	0.1%	4%	u	-17%	-3
Cc1ccsc1C(=O)C1CCCN(Cc2cnc(N)nc2)C1 (stereo unspecified)	-3%	-4%	-4%	4%	-5%	-6%	0.3%	-1%	-7%	2%	6
Cc1ccc(N2C(=O)NC(=O)/C(=C\C=C\c3ccco3)C2=O)cc1C	-8%	2%	-19%	-63%	-12%	9%	2.8%	x	-1%	-55%[inhibitor]	16
Cc1nn(Cc2ccccc2Cl)c(Cl)c1C(=O)O	3%	-4%	2%	66%	1%	-3%	0.2%	4%	2%	0%	0
O=C(c1cc(F)ccc1F)C1CCCN(CCCc2ccccc2)C1 (stereo unspecified)	2%	-1%	6%	-13%	2%	5%	-0.6%	-3%	7%	-34%	1
Cn1c2ccccc2c2cnn(CC(=O)N3CCC4(CC3)OCCO4)c(=O)c21	x	x	u	x	0%	2%	-0.1%	x	5%	x	5
O=C1CC(c2ccccc2)CC(O)=C1C=NCCN1CCN(C(=O)Cc2ccccc2)CC1 (stereo unspecified)	-2%	-4%	0%	0%	-1%	-5%	-0.1%	-9%	0%	10%	0
COc1ccc2cc(C(=O)C3CCCN(C4CCOCC4)C3)ccc2c1 (stereo unspecified)	-4%	-4%	-5%	-47%	-5%	-3%	-0.7%	7%	2%	-28%	20
CC(=C1C(=O)c2ccccc2C1=O)N1CCN(CCN=Cc2c(O)n(C)c(=O)n(C)c2=O)CC1	6%	-5%	6%	-12%	2%	12%	3.3%	2%	-9%	13%	-1
CC(=O)Nc1ccc(OC(=O)N(C)C)cc1	0%	-3%	0%	6%	-1%	-4%	-0.3%	2%	1%	10%	-1
CCOc1ccc(-c2cc(C)[n+](CCO)c(-c3ccc(OCC)cc3)c2)cc1	-7%	0%	4%	-50%	-12%	-8%	0.0%	300%[activator]	-2%	-50%[inhibitor]	-1
CN(C)C1(CNC(=O)Cc2ccccc2F)CCCCC1	5%	1%	-7%	-7%	-2%	-14%	-0.3%	-1%	3%	14%	0
O=C(C1CCCN(S(=O)(=O)c2ccc(F)cc2)C1)N1CCOCC1 (stereo unspecified)	0%	-1%	x	u	x	x	x	-5%	x	9%	x
CCCCCCNC(=O)N[C@@H](Cc1ccc(O)cc1)C(=O)NCCC[C@H]1CN2C(=NC[C@H]2C)N1CC1CCC1	-7%	-5%	u	67%	u	6%	3.2%	6%	-6%	-1%	1
C[C@]12CCC3C(CC[C@H]4C[C@@H](O)CC[C@]34C)C1C[C@@H](O)C2=O (stereo partly specified)	0%	0%	-4%	-17%	-4%	-21%	-0.3%	0%	3%	34%	x
COC(=O)C(O)(c1ccc(NC(=S)NC(=O)c2ccc(Cl)cc2Cl)cc1)C(F)(F)F (stereo unspecified)	-5%	1%	12%	-36%	-3%	-8%	0.1%	-15%	2%	-43%	1
Cc1cc(N(CCCl)CCCl)ccc1C=NNC(=O)Cc1cc(=O)oc2cc(O)ccc12	-14%	3%	x	-33%	x	x	x	i	x	-20%	x
COc1ccc(-c2nn(CCC#N)cc2C(=O)Nc2ccccc2)cc1OC	34%[activator]	-7%	x	2%	3%	-4%	-0.3%	-1%	1%	-7%	2
O=C1CCN(C(=O)CCCn2c(=O)oc3ccccc32)CC1	-3%	0%	1%	10%	-2%	4%	-0.2%	0%	0%	7%	0
COCOC1CCC2C3CCC4=CC(=O)CCC4=C3C=CC12C (stereo unspecified)	-5%	-5%	x	-1%	x	x	x	89%[activator]	x	-5%	x
Cc1ccc(-n2nc(C)c(C3C(C#N)=C(N)Oc4c3c(=O)oc3ccccc43)c2Cl)cc1 (stereo unspecified)	x	x	-5%	x	0%	-14%	-0.4%	x	0%	x	8
CC(N)Cc1ccccc1Sc1ccc(O)cc1 (stereo unspecified)	x	x	-5%	x	-2%	4%	0.0%	x	1%	x	-2
CCC1(C(=O)c2ccccc2)C2c3ccccc3OC(=O)C21C(C)=O (stereo unspecified)	1%	-3%	-1%	-5%	-1%	3%	-0.2%	0%	-1%	-7%	-1
Cc1nc(CCl)cc(=O)[nH]1	4%	-2%	22%	7%	1%	20%	-1.0%	1%	0%	-53%[inhibitor]	-5
COc1ccc(-n2c(-c3ccc(C)cc3)nc3ccccc3c2=O)cc1	-15%	1%	-1%	25%	5%	-1%	4.0%	-8%	1%	-5%	x
S=P(N1CCOCC1)(N1CC1)N1CC1	-12%	-5%	x	1%	x	x	x	33%	x	-18%	x
COC(=O)C1=C(c2ccc3ccccc3c2)C[C@@H]2CC[C@H]1N2C(=O)NCc1ccc(F)cc1	u	-2%	-12%	-28%	-7%	5%	8.5%	-3%	-9%	-19%	9
C[C@@H]1NCCc2cc(O)c(O)cc21	-4%	-3%	-8%	9%	-6%	-22%	-1.0%	1%	3%	x	-2
Cc1c(C(c2ccc(F)cc2)c2c(O)c3ccccc3oc2=O)c(=O)n(-c2ccccc2)n1C (stereo unspecified)	1%	3%	-8%	-26%	-1%	-13%	-0.9%	-2%	-1%	36%	-1
CNC(=S)N1CC2CC(C1)c1cccc(=O)n1C2 (stereo unspecified)	2%	-2%	3%	2%	2%	-3%	-0.7%	2%	0%	u	-4
CCN(CC)C(=O)c1ccc(NC(=O)CCCSc2ccccc2)cc1	3%	-3%	-1%	-2%	2%	u	-0.1%	2%	5%	45%	1
CCOC(=O)c1nc2ccccc2c(=O)n1-c1cccc(C)c1	-9%	-3%	-3%	-11%	0%	7%	-1.9%	0%	1%	-10%	2
Cc1c(C)n(O)c2ccc3nonc3c12	1%	-5%	0%	-10%	-7%	u	-0.3%	11%	0%	28%	0
COc1ccc(CN(CCc2c[nH]c3ccccc23)Cc2ccc(OC)cc2)cc1	-8%	-2%	x	x	x	x	x	-9%	x	-55%[inhibitor]	x
CCCCCCn1c(O)c(C=Nc2ccccc2N2CCOCC2)c(=O)[nH]c1=S	11%	5%	0%	-6%	0%	0%	-0.3%	-7%	3%	19%	-2
Cc1cc(/C=C2\C(=O)NC(=O)N(Cc3ccccc3)C2=O)c(C)n1C1CC1	1%	1%	-1%	3%	1%	-5%	-0.4%	-11%	-2%	-4%	1
NCCCP(=O)(O)CCc1ccccc1	7%	-2%	2%	7%	-2%	-5%	-1.0%	1%	2%	19%	0
COc1cccc(O)c1CN1CCCC(C(=O)c2ccccc2SC)C1 (stereo unspecified)	x	-1%	-1%	-2%	-13%	3%	-0.6%	9%	-4%	0%	8
Cn1cc(CCC(=O)N2CCC3(CC2)OCCO3)c2ccccc21	x	-1%	-4%	10%	-4%	5%	-1.0%	2%	-1%	-8%	21
CCCNC(=O)c1ccc2c(=O)c(O)c(-c3ccsc3)[nH]c2c1	u	x	u	-20%	u	7%	-0.1%	60%[activator]	-1%	-20%	1
CC(C)n1c(O)c(C=NCc2cccnc2)c(=O)[nH]c1=S	13%	-9%	-1%	-67%	1%	5%	-0.4%	8%	-1%	12%	x
CN(C)c1ccc(C=C2C(=O)NC(=S)NC2=O)cc1	0%	-2%	x	-57%&9%	x	x	x	-1%	x	-50%[inhibitor]	x
C/C(=N\N1CCN(C)CC1)c1c(O)n(Cc2ccccc2)c(=O)[nH]c1=O	3%	-2%	17%	-16%	1%	7%	0.3%	7%	5%	7%	-6
